Bioassay records: PubChem, The Scripps Research Institute Molecular Screening Center
EBNA-1 inhibitor – blocks EBNA-1 binding to DNA. EBNA-1 DNA binding, fluorescence polarization. inhibition, % at 14.8 µM. hit rate 0.34% among 300,000. AID 1950; in the data active means inhibition above about 28%
PAFAH2 FP inh – PAFAH2 (human) inhibition | Q99487 | AID 492956 | inhibition, % at 3.39 µM | recombinant PAFAH2, FP-rhodamine activity probe, fluorescence polarization | hit rate 0.99% among 340,000;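 active means inhibition above the mean over all tested compounds plus 3 SD, cut at about 30% in these data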;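 further: inhibitors block probe labeling of enzyme so polarization drops; 0% = enzyme with DMSO and 100% = wells lacking PAFAH2 protein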
PREPL inhibitor – human PREPL enzyme inhibition. recombinant PREPL, fluorescence polarization activity-based probe. hit rate 0.68% among 320,000. inhibition, % at 5.96 µM. AID 2751. Q4J6C6; in the data active means inhibition above about 43%;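 further: 0% = enzyme with DMSO and 100% = wells lacking enzyme; many of its hits are not listed in these tables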
PAD4 inh – inhibitors of human PAD4; Q9UM07; recombinant PAD4, RCA probe fluorescence polarization; inhibition, % at 6.36 µM; hit rate 0.41% among 330,000;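 active means percent inhibition above a cutoff equal to the mean of all tested compounds plus 3 SD, cut at about 15% in these data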;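 further: 0% = PAD4 with RCA probe and DMSO and 100% = probe without PAD4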
LYPLA2 inh – blocks human lysophospholipase 2, a PME1 counter-screen. hit rate 0.38% among 320,000. O95372. inhibition, % at 5.9 µM. recombinant LYPLA2, FP-Rh probe fluorescence polarization;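 active means inhibition above the screen-wide mean plus 3 SD, limit set per campaign, cut at about 26% in these data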;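 further: 0% = LYPLA2 with DMSO and 100% = wells lacking LYPLA2 enzyme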
GSTO1 inh – blocks human GSTO1 in RBBP9 counter-screen; hit rate 1.1% among 300,000; inhibition, % at 5.96 µM; recombinant GSTO1, activity-based probe fluorescence polarization; AID 1974; P78417;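 active means inhibition above the campaign mean inhibition plus 3 SD, cut at about 35% in these data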;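 further: 0% = GSTO1-1 with DMSO and 100% = wells lacking GSTO1-1 enzyme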
Target sequence (P78417 whole entry, looked up): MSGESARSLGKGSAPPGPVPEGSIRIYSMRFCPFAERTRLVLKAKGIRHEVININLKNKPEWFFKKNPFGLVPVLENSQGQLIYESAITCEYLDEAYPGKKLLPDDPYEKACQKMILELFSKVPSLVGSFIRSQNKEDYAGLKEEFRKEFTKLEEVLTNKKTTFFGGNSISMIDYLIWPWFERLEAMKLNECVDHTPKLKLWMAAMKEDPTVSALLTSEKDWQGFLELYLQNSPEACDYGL
LYPLA1 inh – blocks human lysophospholipase 1, a PME1 counter-screen; inhibition, % at 5.9 µM; recombinant LYPLA1, FP-Rh probe fluorescence polarization; O75608; hit rate 0.16% among 320,000;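 active means inhibition above the mean of all tested compounds plus 3 SD, set per campaign, cut at about 14% in these data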;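 further: inhibitors block serine hydrolase probe labeling of LYPLA1 so polarization falls; 0% = enzyme with DMSO and 100% = wells lacking LYPLA1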
Target sequence (O75608 whole entry, looked up): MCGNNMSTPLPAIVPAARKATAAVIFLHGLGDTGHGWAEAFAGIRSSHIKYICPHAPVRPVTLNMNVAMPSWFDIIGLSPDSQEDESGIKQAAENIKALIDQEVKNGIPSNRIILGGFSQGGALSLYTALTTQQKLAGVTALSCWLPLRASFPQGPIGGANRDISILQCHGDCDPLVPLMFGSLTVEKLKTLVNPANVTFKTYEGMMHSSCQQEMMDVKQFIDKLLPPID
PAFAH1B3 FP inh – blocks human PAF acetylhydrolase 1B catalytic subunit 3; Q15102; recombinant PAFAH1B3, FP-rhodamine probe, fluorescence polarization; inhibition, % at 3.39 µM; hit rate 0.28% among 340,000; AID 492972;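 active means inhibition above the screen-wide average of all tested compounds plus 3 SD, cut at about 25% in these data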;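 further: 0% = enzyme with DMSO only and 100% = wells lacking PAFAH1B3 protein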
Target sequence (Q15102 whole entry, looked up): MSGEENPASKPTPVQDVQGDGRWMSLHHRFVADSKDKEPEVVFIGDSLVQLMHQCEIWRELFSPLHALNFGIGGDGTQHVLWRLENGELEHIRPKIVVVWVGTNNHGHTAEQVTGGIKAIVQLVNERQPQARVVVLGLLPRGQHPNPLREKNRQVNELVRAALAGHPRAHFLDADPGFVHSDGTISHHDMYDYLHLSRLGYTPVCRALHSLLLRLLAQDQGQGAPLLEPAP
ZTA DNA inh – counter-screen for EBNA-1 inhibitors: inhibitors of Epstein-Barr virus ZTA | P03206 | ZTA-DNA binding, fluorescence polarization | inhibition, % at 11 µM | hit rate 0.15% among 320,000 | AID 2234; in the data active means inhibition above about 33%
Target sequence (P03206 whole entry, looked up): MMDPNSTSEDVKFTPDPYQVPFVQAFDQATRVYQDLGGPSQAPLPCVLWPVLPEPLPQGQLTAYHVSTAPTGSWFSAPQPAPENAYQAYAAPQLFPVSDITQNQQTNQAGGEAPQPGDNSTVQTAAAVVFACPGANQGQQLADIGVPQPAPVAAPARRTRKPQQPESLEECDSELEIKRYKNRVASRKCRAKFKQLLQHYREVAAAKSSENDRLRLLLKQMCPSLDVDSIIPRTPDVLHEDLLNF
An asterisk follows results filed as active; nt = not tested or not shown.

Values in the order: PREPL inhibitor	GSTO1 inh	LYPLA1 inh	PAFAH1B3 FP inh	EBNA-1 inhibitor	LYPLA2 inh	PAD4 inh	ZTA DNA inh	PAFAH2 FP inh
#1 CC(=O)Nc1cccc(C(=O)NNC(=O)c2ccccc2-n2cccc2)c1
→ 1	nt	-4	-4	nt	1	-2	5	0
#2 CCN(C(=O)CSc1cc(C)c2cccc(C)c2n1)C1CCS(=O)(=O)C1 (stereo not drawn)
→ -2	1	2	0	1	8	-4	5	-2
#3 COc1ccc(NS(=O)(=O)c2ccc(NC(=O)c3ccccc3)cc2)nn1
→ -2	6	0	12	2	-4	-1	12	8
#4 CCOc1ccc(C(=O)Nc2c3c(nn2-c2ccc(C)cc2)CS(=O)C3)cc1OCC (stereo not drawn)
→ 9	1	3	-5	8	3	3	6	3
#5 CCn1c(=O)c2ccccc2n(Cc2cccc([N+](=O)[O-])c2)c1=O
→ 3	2	1	6	11	2	-3	-4	-5
#6 COc1ccc(CC(C)CC(=O)Nc2ccc(OC)cc2)cc1 (stereo not drawn)
→ 8	17	-5	-2	-2	0	2	3	1
#7 Cn1c(NC(=O)CCc2ccccc2)cc(=O)n(C)c1=O
→ 18	8	2	2	-2	1	5	-2	9
#8 COc1c(O)ccc(C2NC(=O)NC(C)=C2C(=O)Nc2ccccc2C)c1[N+](=O)[O-] (stereo not drawn)
→ -2	15	-6	7	3	1	-2	6	13
#9 COC(=O)C1CCN(c2nc3ccccc3nc2C(C#N)C(=O)NCCc2ccccc2)CC1 (stereo not drawn)
→ -4	-2	0	5	-8	2	3	-11	-3
#10 Cc1cc(C(=O)NNC(=O)CCC2CCCCC2)c(C)o1
→ 17	0	0	10	-1	5	1	0	5
#11 CCCC(C(=O)NCCc1ccc(S(N)(=O)=O)cc1)c1ccccc1 (stereo not drawn)
→ -12	0	2	8	0	-2	0	2	-5
#12 Cc1cc(C)cc(C(=O)/C=C2\NC(=O)CS2)c1
→ -2	0	-6	8	-7	0	-14	0	-2
#13 CCN(CC)C(=O)c1ccc(Oc2ccc([N+](=O)[O-])cc2Cl)cc1
→ 18	-2	2	9	3	7	-2	-12	6
#14 Cc1nc(N2CCCCC2)c2sc(=S)n(C)c2n1
→ -2	10	0	7	8	-8	-6	-15	5
#15 O=C(NCCN1CCN(C(=O)c2cccc([N+](=O)[O-])c2)CC1)C(=O)NCc1ccc(Cl)cc1
→ 14	-1	2	1	5	11	-1	11	-5
#16 CC(C)N(Cc1cc2ccccc2[nH]c1=O)C(=O)c1cccc([N+](=O)[O-])c1
→ -4	4	-1	2	6	-2	-4	-3	-3
#17 c1ccc(-c2csc3ncnc(NCc4ccccn4)c23)cc1
→ -2	-2	0	3	6	2	-3	-1	4
#18 COc1ccc(NC(=O)N(C)C[C@H]2Oc3c(NS(=O)(=O)c4ccc(F)cc4)cccc3C(=O)N([C@H](C)CO)C[C@@H]2C)cc1
→ 14	nt	nt	-2	nt	nt	2	nt	-2
#19 CCOc1ncccc1C(=O)OC(C)C(=O)Nc1ccc(N2CCOCC2)cc1 (stereo not drawn)
→ 8	nt	nt	-3	nt	nt	-4	nt	4
#20 O=C(CN(c1cccc(Cl)c1)S(=O)(=O)c1ccc(Cl)cc1)N1CCc2ccccc2C1
→ -84	-2	-4	-1	6	-3	1	1	1
#21 O=C(O)/C=C/C(=O)NCCc1cccc(Cl)c1
→ -4	11	3	9	3	11	-2	-7	3
#22 CC(C)(C(=O)O)n1cncn1
→ -1	-3	1	1	-5	-1	-2	4	4
#23 Cc1cc(/C=C2/C(=O)N(C)C(=S)N2C)c(C)n1C1CC1
→ 11	1	0	-2	1	1	-2	-4	-11
#24 Cn1c(-c2ccc(C(F)(F)F)cc2)cc2onc(-c3ccccc3)c2c1=O
→ 5	5	-4	11	-7	-5	0	-1	-3
#25 COc1cc(CCC(=O)Oc2ccc(C(C)=O)cc2)cc(OC)c1OC
→ -3	5	-5	0	4	6	1	8	3
#26 COC(=O)Nc1ccc(S(=O)(=O)Nc2cccc3ccccc23)cc1
→ -17	2	0	7	6	0	0	4	-2
#27 O=S(=O)(Nc1ccc(F)cc1)c1ccc(NC(=S)Nc2ccccc2)cc1
→ -17	7	-5	2	5	-2	1	17	2
#28 O=C1CC(N2CCN(c3ccccc3)CC2)C(=O)N1c1cccc(Br)c1 (stereo not drawn)
→ 21	2	1	8	-4	3	1	-1	4
#29 COC(=O)CCC(=O)Oc1ccc(OC(=O)CCC(=O)OC)cc1
→ 4	1	-1	nt	-5	3	-11	6	nt
#30 CCOC(=O)Cn1ccc(O)c(Cc2ccc(Cl)cc2Cl)c1=O
→ 8	-2	-1	5	4	3	-2	1	4
#31 COc1ccc(NC(=O)CSc2nnc(-c3ccncc3)o2)c(OC)c1
→ 17	0	1	1	-1	6	2	-17	-4
#32 COC(=O)c1[nH]c2ccccc2c1NC(=O)c1ccccc1[N+](=O)[O-]
→ -4	-3	-2	13	4	0	-2	8	-3
#33 Cn1c(=O)n(C)c2cc(C(=O)Nc3ccc4c(c3)OCO4)ccc21
→ 5	2	3	-1	2	2	-2	3	9
#34 COc1ccccc1N1CCN(CCN(C(=O)c2ccc(F)cc2)c2ccccn2)CC1
→ 2	5	-1	10	4	-2	4	2	7
#35 CCCCCC(=O)NNC1CC(=O)N(c2cccc(OCC)c2)C1=O (stereo not drawn)
→ 10	1	-2	8	-4	-1	0	-1	0
#36 O=C(NCC1CCCO1)c1cc([N+](=O)[O-])ccc1Cl (stereo not drawn)
→ 7	-8	-1	10	-2	2	-2	1	8
#37 O=C(CSc1nnc(Cc2cc(=O)[nH]c(=O)[nH]2)n1-c1ccccc1)N1CCCCC1
→ -2	-3	2	13	11	-5	2	-5	-4
#38 CN(C(=O)CSc1nnc(-c2ccccc2F)o1)c1ccccc1
→ 8	9	2	-2	4	6	3	5	3
#39 COc1cccc(CC(=O)NC2CCCN(Cc3ccccc3F)C2)c1 (stereo not drawn)
→ -4	9	-4	12	3	-1	-3	-8	-5
#40 CCc1noc(C)c1C(=O)Nc1ncc(C)s1
→ -6	2	-3	-3	-5	2	3	-1	-9

Part of the list above, with bars between the fields:
no. | smiles | PREPL inhibitor | GSTO1 inh | LYPLA1 inh | PAFAH1B3 FP inh | EBNA-1 inhibitor | LYPLA2 inh | PAD4 inh | ZTA DNA inh | PAFAH2 FP inh
31 | COc1ccc(NC(=O)CSc2nnc(-c3ccncc3)o2)c(OC)c1 | 17 | 0 | 1 | 1 | -1 | 6 | 2 | -17 | -4
32 | COC(=O)c1[nH]c2ccccc2c1NC(=O)c1ccccc1[N+](=O)[O-] | -4 | -3 | -2 | 13 | 4 | 0 | -2 | 8 | -3

Later entries:
Values in the order: PREPL inhibitor	GSTO1 inh	LYPLA1 inh	PAFAH1B3 FP inh	EBNA-1 inhibitor	LYPLA2 inh	PAD4 inh	ZTA DNA inh	PAFAH2 FP inh
#41 COc1ccc(OC)c(NC(=O)c2nnn(Cc3ccccc3C)c2N)c1
→ 27	2	-7	-4	-3	-4	-3	-2	3
#42 Cc1cccc(N2CCN(C(=O)COc3ccc4ccc(=O)oc4c3)CC2)c1C
→ 0	0	1	2	1	5	3	-16	3
#43 COc1ccc(-c2cc([C@H]3[C@H]4C=CC[C@@H](C)[C@@H]4C(=O)N3Cc3ccccc3)ccc2F)cc1
→ 32	-5	-2	-7	10	-1	-9	-3	-2
#44 CCOC(=O)c1c(NC(=O)c2ccc(S(=O)(=O)N(C)CC3CCCO3)cc2)sc2c1CC(C)(C)NC2(C)C (stereo not drawn)
→ -5	55*	0	-3	-3	0	-4	2	-5
#45 Cc1c(-c2ccccc2)nnn1-c1ccc(F)cc1F
→ -1	-5	0	4	-6	-5	-2	11	-2
#46 Cc1ccc(S(=O)(=O)Nc2ccc(Cl)cn2)cc1C
→ 20	4	0	0	-4	7	4	2	-1
#47 COc1cc(C2c3c(oc4ccccc4c3=O)C(=O)N2CCN2CCOCC2)cc(OC)c1OC (stereo not drawn)
→ 7	1	-2	-1	-10	3	-2	-2	12
#48 COC(=O)NNC(=S)NCc1ccccc1
→ 0	-3	0	3	3	-1	0	-8	3
#49 Cc1nonc1OCCNC(=O)C12CC3CC(CC(C3)C1)C2
→ -3	2	5	5	9	9	-4	-4	5
#50 COC(=O)C1=C(C(=O)OC)SC2(S1)C(C(=O)OC)=C(C(=O)OC)SC1=C2c2cc(C)ccc2NC1(C)C
→ 8	-6	1	5	-1	1	3	-2	4
#51 CC(C)(C)c1ccc(C(=O)NCC(=O)N2CCNC(=O)C2)cc1
→ -1	-3	3	2	-4	8	-6	-2	-2
#52 CCN(CC)c1nc(C)c2c(c1C#N)CC(C)(C)OC2
→ -4	-8	0	8	-2	-3	3	-1	7
#53 CCCOC(=O)CSc1nnc(-c2ccccc2Cl)o1
→ 14	-3	-4	0	-2	-2	-5	15	1
#54 O=C(NCc1ccccc1)C(c1ccc(F)cc1)N(Cc1ccco1)C(=O)c1ccccn1 (stereo not drawn)
→ -6	0	-2	12	-5	1	-4	8	3
#55 CN(C)C(=O)CSc1ncnc2scc(-c3ccccc3)c12
→ 6	-5	-2	-6	-9	-2	-9	0	-6
#56 Cc1cc(OC(=O)c2ccc(C)c(C)c2)c([N+](=O)[O-])c(=O)[nH]1
→ 7	-3	1	6	-1	0	-7	0	1
#57 CCCCc1ccc(NC(=O)C2CCCO2)cc1 (stereo not drawn)
→ -6	5	-1	4	12	2	-4	-10	-1
#58 CN1CCN(c2oc(-c3ccccc3Cl)nc2S(=O)(=O)c2ccccc2)CC1
→ -20	-3	-1	-1	-7	-1	-2	12	4
#59 CN(Cc1cnn(C)c1)C(=O)c1sc2cccc(Cl)c2c1Cl
→ -13	9	-1	3	-1	7	-1	-10	0
#60 C=CCSc1nsc(NC(=O)Nc2ccc(F)cc2)n1
→ 12	-35	-28	-14	-6	-38	-8	1	-20
#61 CC(=O)c1ccc(NC(=O)CCc2ccc(C)o2)cc1
→ -5	3	2	4	0	1	-6	10	2
#62 O=C(NC1CCCC1)C(c1ccc(F)cc1)N(C(=O)c1csnn1)C1CC1 (stereo not drawn)
→ -6	1	0	-2	-7	-2	0	-3	-7
#63 CCOC(=O)c1ccc(-c2c(-c3ccccc3OC)sc3cc4c(cc23)OCO4)cc1F
→ 21	nt	1	7	nt	0	-6	-14	-14
#64 CC1(C(=O)O)CCC(C(=O)NNC(=O)c2ccccc2O)C1(C)C (stereo not drawn)
→ 6	5	2	4	4	6	2	8	1
#65 COc1ccc(CNC(=O)C23CC4CC(CC(Br)(C4)C2)C3)cc1
→ -9	-1	-3	2	-3	-3	0	-6	-8

These rows are one share of the data; rates above refer to the full screens.
